Screening results as filed in PubChem BioAssay.
S100A4 inh HTS: blocks human S100A4 binding to myosin IIA peptide; P26447; S100A4/TAMRA-MyoIIA peptide fluorescence polarization; inhibition, % at 10.7 µM; actives 0.14% (n = 360,000);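 active means mean inhibition of at least 70% across replicates, with every replicate also reaching that level; inconclusive means mean inhibition reaches 70% but some replicates fall short; inactive means mean inhibition below 70%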
Target sequence (P26447 whole entry, looked up): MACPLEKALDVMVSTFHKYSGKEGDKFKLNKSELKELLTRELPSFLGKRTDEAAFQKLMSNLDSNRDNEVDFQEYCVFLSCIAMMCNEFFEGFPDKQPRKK
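Material: S100A4 monomer protein / Buffer or medium: 50 mM HEPES pH 7.2, 10 mM CaCl2, 100 mM KCl / Times: 5 min incubation before reading / Benchmarks: neutral control DMSO, positive control TFP / Reagent: labelled myosin peptide probe, 5 nM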
XiGFP reactiv: reactivates the inactive X chromosome in mouse fibroblasts. AID 743238. activation, % at 7.58 µM. XiGFP mouse fibroblasts, % GFP-positive cells imaging, 3 d; cells co-treated with 5-aza-dC sensitizer; scaled so ellipticine positive control = 100%. actives 0.055% (n = 360,000);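 active means mean normalized replicate activation at least 10% and every replicate at or above 10%; inconclusive means only one of the two criteria met; inactive means mean below 10% and not all replicates reach 10%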;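 further: 0% = median of on-plate neutral control wells and 100% = ellipticine 6 µM median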
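assay system = SV40-immortalized XiGFP fibroblast cells, line 68-5-11 | buffer or medium = DMEM plus 5-aza-dC sensitizer | doses = single-point pinned compound dosing | times = 3-day compound exposure, then 15 min fixation at room temperature | benchmarks = positive control ellipticine, 6 µM final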
esBAF inh: blocks esBAF chromatin remodeling in mouse ES cells; actives 2% (n = 350,000); Bmi1-luciferase knock-in reporter, 24 h; 100% = twice the neutral-well signal; reporter increase, % at 12.5 µM; in the data active means activation above about 40%; inconclusive means no clear call, values can overlap the other calls;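 further: 0% = median of the plate's neutral control wells and 100% = double that signal; a rise in the Bmi1 reporter signal indicates esBAF inhibition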
RAD54 branch: blocks human RAD54 Holliday junction branch migration; Q92698; FAM/BHQ fluorescence; inhibition, % at 10.4 µM; actives 0.14% (n = 360,000);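 active means mean normalized replicate activity at least 40 and at least half of replicates scoring 40 or more; inconclusive means only one of the two criteria met; inactive means mean below 40 and under half of replicates reaching 40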;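 further: 0% = median of neutral control wells and 100% = median of positive control wells; inhibitors cause a drop in the FAM fluorescence signal; in these data hits start at about 50%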
E-selectin induc: induces E-selectin expression in human endothelial cells; HUVEC E-selectin immunofluorescence imaging; normalized: neutral wells 0, TNF-alpha wells 100; activation, % at 7.58 µM; actives 0.37% (n = 260,000);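 active means mean E-selectin-positive cell signal at least 10% of the positive control, reached in at least 60% of replicates, without over 20% cell loss; inconclusive means no rule given, readout overlaps actives, possibly toxicity-flagged; inactive means the rest, including those meeting only one limit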;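 further: in these data hits start at about 27%; measured in HUVEC primary endothelial cells; signal is the percent of cells scored E-selectin positive by PE staining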
Target sequence (P16581 whole entry, looked up): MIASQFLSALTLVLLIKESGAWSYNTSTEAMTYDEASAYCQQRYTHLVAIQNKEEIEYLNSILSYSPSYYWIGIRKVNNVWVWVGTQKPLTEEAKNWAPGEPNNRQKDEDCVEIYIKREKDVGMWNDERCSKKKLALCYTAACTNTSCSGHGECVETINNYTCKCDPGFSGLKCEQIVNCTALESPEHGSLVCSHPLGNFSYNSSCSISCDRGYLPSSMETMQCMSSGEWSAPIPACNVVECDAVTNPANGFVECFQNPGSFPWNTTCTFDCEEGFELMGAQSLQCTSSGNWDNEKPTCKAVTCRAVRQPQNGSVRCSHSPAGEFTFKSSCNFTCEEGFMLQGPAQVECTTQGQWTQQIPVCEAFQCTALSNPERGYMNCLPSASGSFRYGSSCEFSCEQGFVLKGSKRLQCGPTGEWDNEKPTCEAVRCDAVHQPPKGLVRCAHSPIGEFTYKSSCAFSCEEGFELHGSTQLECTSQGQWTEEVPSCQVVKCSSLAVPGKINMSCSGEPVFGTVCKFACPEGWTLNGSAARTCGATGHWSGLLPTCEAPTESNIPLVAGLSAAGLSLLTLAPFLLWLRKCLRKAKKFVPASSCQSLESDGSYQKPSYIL
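Assay system: HUVEC primary endothelial cells. Input: 3,000 HUVEC seeded per well. Doses: one compound dose added by pin transfer. Read-out basis: % PE-positive cells. Benchmarks: TNF-alpha high, DMSO low. Detection: immunofluorescence imaging. Buffer or medium: EGM-2, gelatin.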
EWS-Fli block: blocks EWS/Fli oncoprotein-driven transcription. inhibition, % at 12.6 µM. actives 0.67% (n = 350,000). A673 NR0B1-luciferase reporter, viability-normalised;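 active means mean inhibition of at least 50% after viability correction, with every replicate also passing that limit; inconclusive means mean reaches 50% but only one of two replicates passes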;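 further: firefly luciferase signal divided by Alamar Blue viability fluorescence both relative to DMSO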
RAD52 inh: inhibitors of human RAD52 DNA annealing. inhibition, % at 18.7 µM. actives 0.46% (n = 360,000). AID 651710. P43351. recombinant RAD52 DNA annealing, FRET fluorescence;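 active means every replicate showing at least 50% inhibition; inconclusive means mean inhibition at least 50% but not in every replicate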
FN deposit inh: fibronectin deposition inhibition | inhibition, % at 12.6 µM | AID 743247 | AH1F fibroblasts, Alexa488-fibronectin deposition fluorescence, overnight | actives 0.086% (n = 350,000);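 active means mean inhibition across replicates of 30% or more, regardless of how many single replicates reach that level; inconclusive means mean under 30% yet at least half of replicates reach 30%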;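 further: positive control wells lacked labelled fibronectin entirely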
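Measured by – fluorescence 485/525 nm · System – AH1F fibroblast monolayer, labelled fibronectin deposition · Amount – 10000 cells per well · Buffer or medium – serum-reduced DMEM (2% serum) · Doses – single dose, pinned · Also added – fluorescent fibronectin at 24 nM final · Schedule – 1 h cell attachment, overnight exposure to compound and label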
An asterisk follows results filed as active; ? = inconclusive; . = not tested or not shown; & = joins results of further samples.

SMILES	S100A4 inh HTS	XiGFP reactiv	esBAF inh	RAD54 branch	E-selectin induc	EWS-Fli block	RAD52 inh	FN deposit inh
CCOc1ccc(NS(=O)(=O)c2cccc(C(=O)N(C)Cc3ccco3)c2)cc1	-2	0.4	-2	3	-0.6	1	-25	-1
C[C@@H]1CN([C@@H](C)CO)C(=O)Cc2cc(NC(=O)Cc3ccccc3)ccc2O[C@@H]1CN(C)S(=O)(=O)c1ccccc1	-9	0.2	-5	-3	-0.4	0	-6	.
COc1ccc(-n2c(C)c(C(=O)O)c3cc(OC)c4ccccc4c32)cc1	-2	0.5	.	2	-0.9	-3	-28	10
CCCCn1nnnc1C(c1ccccc1)N1CCN(CC)CC1 (stereo unspecified)	-1	0.0	.	.	-0.1	-12	-13	1
C[C@@H]1CN([C@H](C)CO)C(=O)c2cc(C#Cc3ccccc3F)cnc2O[C@H]1CN(C)C(=O)C1CCOCC1	-5	-0.2	-1	8	-0.1	1	14	2
CC(C)C[C@@H](CN)NC(=O)c1nc[nH]c1C(=O)N[C@@H](CC(=O)O)C(=O)CNC[C@H](C)NC(=O)c1nc[nH]c1C(=O)N[C@@H](CC(=O)O)C(=O)O	2	0.0	-2	-21	-0.1	1	-16	0
COCCNC(=O)C1(C)CCN(C(=O)c2ccc3c(c2)C(C)(C)CCC3(C)C)C1 (stereo unspecified)	-2	0.0	-2	-22	-0.3	-4	-5	-10
O=C(Nc1cccc(C(F)(F)F)c1)/C(=C\c1ccco1)NC(=O)c1cccs1	-3	0.0	9	2	.	6	-47	-10
O=C1C(Cl)=C(N2CCCC2)C(=O)N1c1ccccc1F	1	0.0	1	-1	.	-2	-19	-7
Cc1ccccc1Cn1c(C)c(C(=O)NCc2cccc(C(F)(F)F)c2)sc1=O	9	0.0	-5	-5	.	3	-15	4
COc1ccc(NC(=O)Nc2ccc3c(c2)[C@@H]2C[C@@H](CC(=O)NCCc4ccccc4)O[C@@H](CO)[C@@H]2O3)cc1	0	1.2	6	-13	3.4	6	6	.
CCCNC(=O)N1[C@H](CO)[C@H](c2ccccc2)C12CN(C(=O)c1cccnc1)C2	0	0.2	.	.	0.3	-13	4	.
CC(=O)Nc1ccc(CN2CCc3c([nH]c4ccccc34)C2C(C)(C)C)cc1 (stereo unspecified)	-9	0.0	-1	-11	0.0	7	-10	-7
CCCC(=O)N1CCC1(C)C(=O)Nc1ccccn1 (stereo unspecified)	-7	-0.3	-3	6	-0.1	5	-6	0
COc1ccc(CN(C)C[C@@H]2Oc3ccc(NC(=O)CCC(F)(F)F)cc3CC(=O)N([C@H](C)CO)C[C@@H]2C)cc1	10	0.1	-3	8	3.0	-2	-2	.
CCOC(=O)[C@]12CCCC=C1N(Cc1ccc(Cl)cc1Cl)C(=O)[C@H](CC(=O)NCc1ccc(OC)c(OC)c1)C2	0	0.1	.	.	.	17	9	-4
CCCNC(=O)Nc1ccc2c(c1)C(=O)N(C)C[C@H](OC)[C@@H](C)CN(Cc1cccnc1)[C@H](C)CO2	2	0.4	-2	-10	2.7	3	26	-6
COCC(=O)Nc1ccc2c(c1)OC[C@H](C)N(C(=O)c1ccccc1)C[C@H](C)[C@H](OC)CN(C)C2=O	-2	-0.4	3	0	-0.2	-2	6	-6
COCCNC(=O)/C(C#N)=C/c1ccc(OCc2ccccc2)cc1	2	0.0	25	7	.	-70	-90	7
Cc1ccc(OCC(=O)Nc2ccccc2F)cc1C	-1	0.0	.	.	.	-3	2	.
O=C(COC(=O)C(c1ccccc1)c1ccccc1)NCc1ccco1	-5	0.2	.	.	.	11	-15	1
Cc1cccc(CCNC(=O)c2cc(S(=O)(=O)N3CCCCC3)c[nH]2)c1	-5	0.0	1	0	2.7	15	-10	-1
N#Cc1cccc(-c2ccc3c(c2)[C@H]2[C@H](CCN2S(=O)(=O)c2ccccc2F)[C@@H](CO)N3)c1	-5	0.0	-5	3	-0.5	7	16	12
CC1CCCN(C(=O)c2ccc3c(=O)n4nc(Nc5ccccc5)sc4nc3c2)C1 (stereo unspecified)	0	-0.1	7	-1	0.0	12	-6	3
O=C(c1cnn2c(C(F)(F)F)cc(-c3ccccc3)nc12)N1CCCc2ccccc21	-3	.	-3	-5	.	-1	-7	.

(continued)
SMILES	S100A4 inh HTS	XiGFP reactiv	esBAF inh	RAD54 branch	E-selectin induc	EWS-Fli block	RAD52 inh	FN deposit inh
C[C@H]1CN([C@@H](C)CO)C(=O)Cc2cc(NC(=O)Cc3ccccc3)ccc2O[C@@H]1CN(C)CC1CCCCC1	6	0.1	3	-2	-0.3	6	7	.
N=c1c(C(=O)NCC2CCCO2)cc2c(=O)n3ccccc3nc2n1C1CCCCC1 (stereo unspecified)	2	0.4	-9	10	.	-10	-194	-5
CC(C)C(NC(=O)c1cccs1)c1nnc(SCC(=O)Nc2nccs2)n1C (stereo unspecified)	-2	.	-3	4	.	9	-8	.
CC(C)(C)C(=O)OCc1nc(-c2ccc(O)c(O)c2)cs1	-3	0.0	.	15	-0.1	33	-4	-2
O=C(c1cc(COc2ccc(F)c(F)c2)on1)N1CCN(C/C=C/c2ccccc2)CC1	-3	0.1	21	-2	.	-7	-12	-5
O=C1[C@H]2[C@H](C=CC[C@H]2C(=O)N2CCOCC2)CCN1Cc1ccccc1	-24	0.0	5	-13	-0.1	7	4	2
O=C(C[C@@H]1C[C@@H]2c3cc(NS(=O)(=O)c4ccc(F)cc4)ccc3O[C@@H]2[C@@H](CO)O1)NCc1cc(F)ccc1F	-19	-0.1	15	1	-0.4	11	-9	14
NS(=O)(=O)c1ccc(CNC(=O)c2cc(-c3ccccn3)nc3ccc(Cl)cc23)cc1	0	0.0	.	.	.	20	-27	.
CCOc1ccc(NS(=O)(=O)c2ccc(C(=O)NCC(c3ccc(OC)cc3)N3CCOCC3)cc2)cc1 (stereo unspecified)	1	0.0	.	.	-0.1	3	-5	12
CC(=O)Nc1ccc(NC(=O)CSc2nc3[nH]ncc3c(=O)n2-c2ccccc2)cc1	1	0.1	-6	-5	.	.	-12	-4
CC(C)NC(=O)Nc1ccc2c(c1)CC(=O)N([C@H](C)CO)C[C@@H](C)[C@H](CN(C)C(=O)Nc1ccccc1)O2	1	0.3	-2	1	1.0	3	9	.
O=C(Nc1ccc2c(c1)[C@@H]1C[C@@H](CC(=O)N3CCc4ccccc4C3)O[C@H](CO)[C@@H]1O2)c1cccnc1	3	0.1	5	-2	-0.1	-6	5	.
O=C1NC[C@H](CCCCN2C[C@H](Cc3ccccc3)N(CCC3CCCCC3)C(=O)C2=O)N(CCc2ccc(O)cc2)C1=O	-3	0.0	.	.	-0.1	-8	-2	0
COCC(=O)N(C)C[C@@H]1Oc2ncc(-c3ccc(F)cc3)cc2C(=O)N([C@@H](C)CO)C[C@@H]1C	3	0.1	-2	-1	0.1	1	10	.
CCOC(=O)CSc1nc(Cc2ccccc2)nc2ccccc12	-9	0.5	.	.	-1.3	-9	-13	-7
COc1ccc(OC)c(CCNC(=O)CC2Oc3ccccc3NC2=O)c1 (stereo unspecified)	2	0.0	1	3	.	1	-34	-4
Cc1cc(C)c(N=Cc2c(O)c3ccccc3oc2=O)c(C)c1	-10	0.0	57*	-2	.	-19	-1	0
CCc1[nH]nc2c1C1(C(=O)N(Cc3ccccc3)c3ccccc31)C(C#N)=C(N)O2 (stereo unspecified)	-3	.	4	-5	.	.	-4	.
C/C=C/c1ccc(OCCCCN2CCN(CC)CC2)c(OC)c1	-2	0.0	.	.	4.3	1	-5	-2
Cc1cccnc1NC(=O)Nc1ccccc1	-9	3.7	41	2	-0.3	-62	-5	-4
C[C@H]1CN([C@@H](C)CO)C(=O)c2cc(C3=CCCC3)cnc2O[C@H]1CN(C)Cc1ccccc1C(=O)O	5	-0.1	-4	-8	-0.2	1	0	-2
O=C(NC1CCC1)[C@H]1[C@H](CO)[C@H]2Cn3c(ccc(C4=CCCC4)c3=O)[C@@H]1N2CC1CC1	-1	0.4	5	-3	-0.2	-1	-24	.
O=C(NC1CCCCC1)C(c1c(F)cccc1Cl)N(C(=O)c1csnn1)C1CC1 (stereo unspecified)	-2	0.3	-6	2	.	-16	-7	-6
O=C(N[C@H]1CC[C@@H](CCNC(=O)c2ccccc2F)O[C@@H]1CO)c1cnccn1	10	-0.5	-9	4	0.0	0	-2	-18
Cc1ccc(S(=O)(=O)NCC(=O)NCC(=O)N(C)Cc2ccc(Br)s2)cc1C	-1	0.0	1	-4	-0.1	0	-18	3

3 compounds already listed, sorted by SMILES length, low to high.
SMILES	S100A4 inh HTS	XiGFP reactiv	esBAF inh	RAD54 branch	E-selectin induc	EWS-Fli block	RAD52 inh	FN deposit inh
CC(C)(C)C(=O)OCc1nc(-c2ccc(O)c(O)c2)cs1	-3	0.0	.	15	-0.1	33	-4	-2
COCCNC(=O)/C(C#N)=C/c1ccc(OCc2ccccc2)cc1	2	0.0	25	7	.	-70	-90	7
N#Cc1cccc(-c2ccc3c(c2)[C@H]2[C@H](CCN2S(=O)(=O)c2ccccc2F)[C@@H](CO)N3)c1	-5	0.0	-5	3	-0.5	7	16	12

Continued:
SMILES	S100A4 inh HTS	XiGFP reactiv	esBAF inh	RAD54 branch	E-selectin induc	EWS-Fli block	RAD52 inh	FN deposit inh
C[C@@H]1CN([C@@H](C)CO)C(=O)c2cc(C#Cc3ccccc3)cnc2O[C@@H]1CN(C)C(=O)c1ccccc1F	-4	2.6	-11	-1	0.0	-7	15	10
CCN(C(=O)c1cccc(NC(=O)c2ccccc2)c1)C1CCCCC1	5	0.0	13	-1	.	-6	-9	5
CCc1nnc(NC(=O)c2ccc3ccccc3n2)s1	-10	0.0	?	10	.	-19	-41	-3
O=C(COC(=O)c1ccco1)Nc1cc(S(=O)(=O)N2CCCCC2)ccc1Cl	-5	0.0	3	-4	-0.4	8	-10	-1
CCCn1c(SCC(=O)Nc2nc(C)cs2)nnc1-c1cccnc1	-3	.	-30	6	.	.	-7	.
O=c1cc(CSc2nnnn2-c2ccccc2)nc2nc[nH]n12	.	.	1	2	1.1	.	.	0
CCOc1ccc2[nH]c(=O)c(CN(Cc3ccco3)Cc3nnnn3Cc3ccccc3)cc2c1	2	.	-7	-2	.	3	-20	.
NC(=O)c1ccc(-c2nnn(CC(=O)N(C3CCCC3)C3CCS(=O)(=O)C3)n2)cc1 (stereo unspecified)	-2	0.3	-8	0	.	1	-14	3
CNC(=O)C[C@H]1CC[C@@H]2[C@H](COc3ccc(NC(=O)c4ccc(F)c(F)c4)cc3C(=O)N2C)O1	?	0.3	-4	-7	0.0	-2	12	-7
O=C(CCCc1ccccc1)NCCc1ccccc1	-4	-0.1	29	5	.	-4	-16	-5
CC(C)NC(=O)N(C)C[C@H]1Oc2c(NC(=O)C3CCCCC3)cccc2C(=O)N([C@H](C)CO)C[C@@H]1C	-9&-2	-0.1&0.2	0&0	-4&10	-0.2&0.0	6&-8	-3&-9	-10
